# RAD52 anneal inh: RAD52 (human) annealing inhibition; P43351; recombinant RAD52 DNA annealing, FRET fluorescence; inhibition, % at 18.7 µM; actives 0.46% (n = 360,000); AID 651710;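 active = every replicate showing at least 50% inhibition; inconclusive = mean inhibition at least 50% but not in every replicate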
# Xi reactivation: reactivates the inactive X chromosome in mouse fibroblasts | XiGFP mouse fibroblasts, % GFP-positive cells imaging, 3 d; cells co-treated with 5-aza-dC sensitizer; scaled so ellipticine positive control = 100% | activation, % at 7.58 µM | actives 0.055% (n = 360,000);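 active = mean normalized replicate activation at least 10% and every replicate at or above 10%; inconclusive = only one of the two criteria met; inactive = mean below 10% and not all replicates reach 10%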;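 note: 0% = median of on-plate neutral control wells and 100% = ellipticine 6 µM median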
#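 Assay system: SV40-immortalized XiGFP fibroblast cells, line 68-5-11; buffer or medium: DMEM plus 5-aza-dC sensitizer; compound: one concentration, pinned; timing: compounds 3 days, fix/stain 15 min at room temperature; benchmarks: positive control ellipticine, 6 µM final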
# RAD54 inh: inhibitors of human RAD54 branch migration; Q92698; RAD54 Holliday junction branch migration, FAM/BHQ fluorescence; inhibition, % at 10.4 µM; actives 0.14% (n = 360,000); AID 602329;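 active = mean normalized replicate activity at least 40 and at least half of replicates scoring 40 or more; inconclusive = only one of the two criteria met; inactive = mean below 40 and under half of replicates reaching 40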;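 note: 0% = median of neutral control wells and 100% = median of positive control wells; inhibitors cause a drop in the FAM fluorescence signal; in these data hits start at about 50%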
# Target sequence (Q92698 whole entry, looked up): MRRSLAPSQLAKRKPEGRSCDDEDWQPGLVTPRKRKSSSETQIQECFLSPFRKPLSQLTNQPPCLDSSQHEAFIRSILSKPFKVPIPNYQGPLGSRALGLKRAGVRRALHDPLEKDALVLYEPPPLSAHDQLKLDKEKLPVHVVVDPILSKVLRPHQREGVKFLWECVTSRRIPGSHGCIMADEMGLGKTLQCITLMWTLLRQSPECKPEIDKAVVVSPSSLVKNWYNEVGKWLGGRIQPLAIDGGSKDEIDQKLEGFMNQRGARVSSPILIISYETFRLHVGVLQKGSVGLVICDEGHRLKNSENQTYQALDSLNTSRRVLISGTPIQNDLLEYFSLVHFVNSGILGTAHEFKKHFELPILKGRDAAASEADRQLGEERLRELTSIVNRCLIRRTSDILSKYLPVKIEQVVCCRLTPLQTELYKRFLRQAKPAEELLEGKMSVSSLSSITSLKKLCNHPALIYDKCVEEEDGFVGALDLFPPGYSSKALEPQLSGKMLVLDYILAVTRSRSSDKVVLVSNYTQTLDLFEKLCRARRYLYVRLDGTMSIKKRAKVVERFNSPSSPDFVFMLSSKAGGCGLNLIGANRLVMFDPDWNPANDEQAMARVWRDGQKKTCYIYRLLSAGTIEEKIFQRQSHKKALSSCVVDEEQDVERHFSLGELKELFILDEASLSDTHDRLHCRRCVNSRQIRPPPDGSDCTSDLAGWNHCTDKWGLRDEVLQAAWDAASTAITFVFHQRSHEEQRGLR
# CASP6 VEID inh: blocks human caspase-6 cleavage activity; purified caspase-6, Z-VEID-R110 cleavage fluorescence; AID 686996; inhibition, % at 12.5 µM; actives 0.53% (n = 350,000); P55212;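 active = mean inhibition across replicates at least about 35%, with every replicate also reaching that limit, limit read from the data; inconclusive = only one of the two criteria met; inactive = neither criterion met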;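 note: 0% = median of neutral control wells and 100% = no fluorescence left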
# Target sequence (P55212 24-179 limits assumed): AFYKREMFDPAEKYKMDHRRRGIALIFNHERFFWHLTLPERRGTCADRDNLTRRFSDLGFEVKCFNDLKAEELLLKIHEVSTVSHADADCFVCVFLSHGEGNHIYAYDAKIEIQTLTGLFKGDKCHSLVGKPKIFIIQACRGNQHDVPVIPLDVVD
# Target sequence (P55212 194-293 limits assumed): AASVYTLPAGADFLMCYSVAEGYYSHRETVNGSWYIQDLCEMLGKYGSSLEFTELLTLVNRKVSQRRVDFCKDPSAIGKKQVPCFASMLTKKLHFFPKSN
# CFTR F508del cor: correctors of CFTR F508del function in bronchial epithelial cells. CFBE cells, YFP halide quenching; stimulated with forskolin plus potentiator P3; % fluorescence drop versus neutral controls. activity (quench increase), % at 7.58 µM. actives 0.36% (n = 350,000). AID 720511;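 active = mean added fluorescence quench of at least 8% versus neutral control, with both replicates also reaching 8%; inconclusive = only one of the mean or replicate conditions met; inactive = mean below 8% and not both replicates reaching 8%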;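 note: cells transiently co-express mutant CFTR-F508del with the halide-sensitive YFP; corrector assay measuring rescue of mutant channel to the surface after 24 h compound exposure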
# E-sel inducer: E-selectin induction on HUVECs | P16581 | HUVEC E-selectin immunofluorescence imaging; normalized: neutral wells 0, TNF-alpha wells 100 | activation, % at 7.58 µM | actives 0.37% (n = 260,000) | AID 686992;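 active = mean E-selectin-positive cell signal at least 10% of the positive control, reached in at least 60% of replicates, without over 20% cell loss; inconclusive = no rule given, readout overlaps actives, possibly toxicity-flagged; inactive = the rest, including those meeting only one limit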;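 note: in these data hits start at about 27%; measured in HUVEC primary endothelial cells; signal is the percent of cells scored E-selectin positive by PE staining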
#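 Test system: HUVEC | Signal: Immunofluorescence imaging | Read-out: Percent E-selectin-positive cells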
# GSIS activator: primary screen for activators of insulin secretion dependent on glucose, INS-1E cells, GLuc reporter luminescence. INS-1E GLuc reporter insulin secretion, 2-3 h. activation, % at 16.6 µM. actives 0.61% (n = 370,000);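 active = lowest replicate activation of at least 40%, so every replicate reaches that level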;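 note: 0% = median of neutral control wells and 100% = median of IBMX positive control wells; some compounds called inactive have numbers as strong as hits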
# DENV2 CPE rescue: protects cells from dengue virus 2 cytopathic effect; DENV2-infected cells, cytopathic effect rescue, plate reader; CPE inhibition, % at 9.99 µM; actives 1.7% (n = 350,000); AID 651640; in the data active = CPE inhibition above about 20%, passing the limit was not always enough; inconclusive = no clear call, values can overlap the other calls; tested in BHK-21 cells;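 note: 0% = median of neutral control wells and 100% = median of positive control wells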
# The depositor's hits bear a star; ? = inconclusive; . = no result given; & = joins results of further samples.
SMILES,RAD52 anneal inh,Xi reactivation,RAD54 inh,CASP6 VEID inh,CFTR F508del cor,E-sel inducer,GSIS activator,DENV2 CPE rescue
Cc1ccccc1NC(=O)c1ccc(OCC(=O)Nc2ccccc2F)cc1,-6,0.1,.,0,-1.0,0.5,5,-4
CCOC(=O)C1CC(c2ccccc2)=NN1c1ccccc1 (configuration not stated),13,0.1,.,1,4.5,-0.1,.,-12
CCOc1cnc(C(=O)NNC(=O)c2ccccc2Br)o1,-17,0.0,3,-2,-0.5,180*,4,-6
CCOc1ccc(OCCC(=O)Nc2cccc(S(=O)(=O)N3CCCC3)c2)cc1,0,0.1,8,3,-0.4,1.2,-21,-2
CC(=O)N(C)C[C@H]1Oc2ncc(C#Cc3cccc(F)c3)cc2C(=O)N([C@@H](C)CO)C[C@@H]1C,7,-1.1,-4,2,-4.5,-0.3,1,12
CCCC(=O)N1CC2(C1)CN(C(=O)CC)[C@H](CO)c1c2c2ccc(OC)cc2n1C,-2,0.0,.,3,-1.5,0.7,-7,3
C[C@H](CO)N1C[C@H](C)[C@@H](CN(C)S(=O)(=O)c2cccc(C#N)c2)OCc2cnnn2CCCC1=O,-4&-5,-0.2&1.1,-1&-6,13&-1,-9.2&0.4,0.0,5&0,?
COCC(=O)Nc1ccc2c(c1)[C@@H]1C[C@@H](CC(=O)NCc3ccccc3OC)O[C@@H](CO)[C@@H]1O2,-12,0.9,-1,-5,0.0,-0.3,-6,-1
CCOC(=O)C#CC(CCc1ccccc1)OS(N)(=O)=O (configuration not stated),-19,0.0,-3,.,-2.9,-0.1,-10,.
CN(C)C(=O)CCSc1nnc(-c2ccncc2)o1,-1,0.0,3,.,-2.0,0.0,1,-2
C=CCSc1nc2sc3c(c2c(=O)[nH]1)CCC3,-14,0.0,-8,-1,-5.2,.,-6,-1
COc1ccc(/C=N/Nc2nc3ccccc3s2)cc1O,-7,0.1,.,3,1.1,.,-7,4
COc1cccc(C(=O)NC2CC3CCCC(C2)N3CC(=O)Nc2ccccc2C(F)(F)F)c1 (configuration not stated),-10,0.0,7,-4,2.9,-0.1,-39,4
O=C(C1CCCCC1)N1CC(=O)N2[C@H](CO)[C@H](c3ccc(Br)cc3)[C@@H]2C1,-2,0.2,.,2,0.4,0.0,-1,12
c1cncc(CN2CCN(c3cc(-c4cnc5ccccc5c4)nc4ccnn34)CC2)c1,-6,0.0,4,3,-0.6,-0.1,.,?
CC(=O)N1[C@@H](CO)[C@@H](c2ccccc2)C12CN(S(=O)(=O)c1ccccc1)C2,-8,0.0,.,1,0.5,0.1,5,-3
Cc1ccc(S(=O)(=O)N2CC3C(=O)C[C@@H](c4ccccc4)N(S(=O)(=O)c4ccc(CCCOCCOCCNC(=O)OC(C)(C)C)cc4)C3CC2c2ccccc2)cc1 (some centres not stated),-11,0.1,.,0,-4.3,-0.4,-21,-7
Cc1cc(C2(c3ccc(O)c(C)c3)C(=O)N(C)c3ccc(Br)cc32)ccc1O,-14,0.3,-10,9,.,.,24,3
CO[C@H]1CN(C)C(=O)c2cc(NC(=O)C3CC3)ccc2OC[C@H](C)N(C(=O)c2ccccc2F)C[C@@H]1C,-3,0.1,-5,-2,5.9,-0.3,-4,0
O=C(Nc1nnc(C2CCCO2)s1)c1ccc(Br)cc1 (configuration not stated),-8,.,-13,0,-0.8,.,-1,-6
CC(=O)N1[C@@H](CO)[C@@H]2c3ccccc3N(C(=O)c3ccc(F)cc3)C[C@@H]21,3,-0.1,3,0,-2.3,0.4,-1,?
Cc1c(O)ccc2c(CN3CCN(C/C=C/c4ccccc4)CC3)cc(=O)oc12,-13,-0.1,.,-4,-1.5,.,-22,15
Cc1ccc(NS(=O)(=O)c2ccccc2F)cc1S(=O)(=O)N1CCCCCC1,-3,0.1,-2,-1,1.8,2.2,-12,14
COc1ccc2cc(OC)c(C(=O)N3CCOCC3)cc2c1,-17,0.0,.,0,-1.7,-0.2,-8,9
CN(CC(=O)Nc1ccc(Cl)c(C(F)(F)F)c1)C(=O)c1cnccn1,-2,0.4,11,-2,-0.1,-0.2,26,4
C[C@H]1CN([C@@H](C)CO)C(=O)c2cccc(NS(=O)(=O)c3ccc(F)cc3)c2O[C@H]1CN(C)Cc1ccc(Oc2ccccc2)cc1,.,-0.9,.,.,?,1.1,-27,.
CCN(CC)C(=O)c1ccc(N)cc1,-8,0.2,5,2,0.8,2.4,-8,2
CC(C)NC(=O)NCC[C@H]1CC[C@@H](NS(=O)(=O)c2ccc(Oc3ccccc3)cc2)[C@@H](CO)O1,13,0.2,0,1,2.4,0.2,-5,-2
CCC1CCc2sc(C(=O)OCC(=O)N(CCOC)c3c(N)n(Cc4ccccc4)c(=O)[nH]c3=O)cc2C1 (configuration not stated),-19,-0.1,-5,-1,2.9,-1.8,-24,9
C[C@H]1COC(=O)[C@@H](Cc2ccc(F)cc2)CC/C=C/C[C@@H](CC(=O)N(CCO)Cc2ccccc2)C(=O)N1,-18,0.1,-6,3,0.0,0.0,-39,-3
Cc1cccc(NC(=O)c2ccc3c(c2)OCCO3)c1C,9,0.4,-12,3,0.4,.,24,12
C[C@@H]1CN([C@@H](C)CO)S(=O)(=O)c2ccc(C#Cc3ccccn3)cc2O[C@H]1CN(C)C,-28,-0.5,-4,0,0.0,0.2,7,-5
Cc1c(C(=O)C(=O)N2c3ccccc3CC2C)c2ccccc2n1C (configuration not stated),-13,0.1,.,0,3.1,12,10,-2
C[C@@H]1CN([C@H](C)CO)C(=O)c2cccc(NC(=O)Nc3ccccc3)c2O[C@@H]1CN(C)C(=O)Nc1ccc(C(F)(F)F)cc1,-8,-1.1,-8,1,3.4,0.2,-10,7
CCOC(=O)c1c(C)[nH]c(C)c1S(=O)(=O)Nc1ccc(CN2CCCCC2)cc1,-11,0.0,-13,-3,-2.5,.,-1,11
O=C(Nc1ccc(Br)cc1)c1ccc(F)c(S(=O)(=O)N2CCN(c3ccccn3)CC2)c1,8,0.0,.,-6,-2.4,.,-7,.
CCc1cccc(CC)c1NC(=O)CSc1nc2ccc(N3C(=O)C4C(C3=O)[C@H]3C=C[C@@H]4C3)cc2s1 (some centres not stated),-5,0.0,-4,0,-4.3,.,-5,12
CC(=O)Nc1ccc(S(=O)(=O)NNC2=NS(=O)(=O)c3ccccc32)cc1,-4,0.0,-15,-1,2.8,.,12,2
CC1(C(=O)Nc2cccc3cccnc23)CCN1C(=O)CC1CC1 (configuration not stated),-7,0.3,-19,7,-0.8,0.0,.,-2
C=CCn1cnc2c(nnn2-c2cc(C)cc(C)c2)c1=O,-11,-0.1,.,-1,-1.3,0.3,6,-4
COc1cccc(CNC(=O)c2cc3c(C)nc4ccccc4c3o2)c1,-14,-0.1,-4,3,-1.9,-0.1,-32,6
CCCCCNC(=O)Cn1c(=O)c2c(ncn2CC(C)C)n(Cc2ccccc2)c1=O,-12,.,-3,-1,-2.4,.,1,3
COc1ccc(OC)c(S(=O)(=O)N2CCN(c3ccc(F)cc3)CC2)c1,-12,0.0,8,0,2.1,.,0,-2
COc1cc(/C=N/NC(=O)c2ccccn2)ccc1OC(=O)c1ccccc1Br,-17,0.0,7,1,2.2,0.6,15,?
CC(=O)N(C)c1ccc(NS(=O)(=O)c2cc(Cl)ccc2Cl)cc1,-5,0.1,4,-2,-1.5,.,3,5
Cc1sc2ncnc(SCC(=O)N(C(C)C)C(C)C)c2c1C,-16,0.0,.,-1,-1.9,.,10,0
COc1ccc(C(=O)OCC(=O)c2ccco2)cc1[N+](=O)[O-],-12,-0.1,1,19,2.3,-0.1,18,-4
O=S(=O)([O-])CCC[N+]1(CC#Cc2ccccc2)CCCCC1,-15,-0.1,.,-1,0.7,.,4,-8
O=[N+]([O-])c1ccc(/C=C2\CCC(C3=CCCC3)=C2N2CCOCC2)cc1,.,0.1,.,.,0.5,0.7,-1,.
CC(=O)c1ccc(Nc2ccc(-c3ccccc3F)nn2)cc1,-14,-0.1,-3,6,-2.0,-1.5,2,6
COC(=O)c1ccc(COc2ccc(C=O)cc2OC)o1,-11,0.1,1,1,-6.3,.,-1,6
CCc1nc2c(OCc3ccc(OC)cc3)cccn2c1N(C)C(=O)c1ccncc1,-10,0.5,-7,0,-2.5,4.3,2,10
O=C(Oc1cccc(OC(=O)N2CCCCC2)c1)N1CCCCC1,-4,-0.1,7,-1,-1.1,0.0,.,9
CCNC(=O)C[C@H]1C=C[C@@H](NC(=O)C2CCC2)[C@H](CO)O1,0,.,-6,1,3.5,.,.,7
N#C[C@@H]1[C@@H](c2ccc(C#CC3CCCCC3)cc2)[C@H](CO)N1C(=O)c1cccc(F)c1,-45,0.0,-10,-1,3.6,-0.5,17,-1
Cc1ccc(Nc2cnn(C34CC5CC(CC(CC(=O)O)(C5)C3)C4)c(=O)c2Cl)cc1C,-6,.,-5,3,.,.,-6,.
Cc1cccc(N=C2NC(=O)/C(=C/C=C/c3ccco3)S2)c1,-9,0.4,.,9,5.0,-1.9,.,-4
CCCNC(=O)CN(c1ccc(F)cc1)S(=O)(=O)c1ccc2c(c1)OCCO2,-9,.,8,1,-2.5,.,25,5
CO[C@H]1CN(C)C(=O)c2ccc(NC(=O)c3ccc(F)cc3)cc2OC[C@H](C)N(C)C[C@H]1C,0,-0.1,-1,.,-0.5,-0.3,0,.
CC1CCCC(NC(=O)C2COc3ccccc3O2)C1C (configuration not stated),4,0.1,-11,6,-2.0,.,18,?
# (listing goes on)
SMILES,RAD52 anneal inh,Xi reactivation,RAD54 inh,CASP6 VEID inh,CFTR F508del cor,E-sel inducer,GSIS activator,DENV2 CPE rescue
CCC(=O)Nc1ccc(C(=O)CSc2nc3ccccc3[nH]2)cc1,-15,0.0,.,7,-0.6,.,-7,10
CN(C(=O)COc1ccccc1)c1nc(-c2ccc(F)cc2)cs1,-2,0.0,.,0,-0.6,-1.3,-8,5
Cc1occc1C(=O)N/N=C/c1cccs1,-2,.,-14,0,-0.6,.,1,?
C[C@@H]1CN([C@@H](C)CO)C(=O)c2cccc(NS(=O)(=O)c3cn(C)cn3)c2O[C@@H]1CN(C)Cc1ccc2c(c1)OCO2,11,-0.9,2,-2,0.8,.,20,2
O=C1Nc2ccc3c(c2C1=Cc1cc2c(cc1Br)OCO2)OCO3,-2,0.0,.,-2,-1.8,2.4,-1,-5
O=C(COc1ccc(F)cc1Br)N1CCN(c2ncccn2)CC1,-10,0.0,.,-2,-5.3,5.7,-2,14
COc1ccccc1NC(=O)Cn1cnc2sc(C(=O)Nc3ccc(OC)c(OC)c3)c(C)c2c1=O,-14,0.0,-6,-3,-0.3,.,10,0
COc1ccc(C2CC23N=C(c2ccccc2)OC3=O)cc1 (configuration not stated),-3,0.3,.,-1,.,1.2,.,0
Cc1ccc(N2C(=O)N(CC(=O)Nc3cc(Cl)ccc3C)C(=O)C2C)cc1 (configuration not stated),-12,0.0,1,1,-1.1,0.4,-33,10
C=CC[C@@H](Cc1ccc(F)cc1)C(=O)OC[C@H]1CCCN1C(=O)[C@H](CC=C)CC(=O)N(CCO)Cc1ccccc1,-2,0.4,-6,2,-5.9,0.0,-23,4

# Source: PubChem BioAssay

# The order is random; any-hit rate near 3.7%.
